Screens from PubChem BioAssay.
ssDAF-12 act = activates DAF-12 receptor from parasite S. stercoralis; activation, % at 6.8 µM; HEK293 ssDAF-12/GRIP1 lit1-tk-luc reporter, luminescence; % of 3 µM dafachronic acid response; 370,000 tested, 1% active;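 active means activation above the mean over all tested compounds plus 3 SD, cut at about 0.9% in these data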;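 further: 0% = DMSO-only wells and 100% = 3 µM delta7-dafachronic acid wells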
Rev-erbA mod = modulators of human Rev-erb alpha DNA binding; P20393; Rev-erbα–FITC-DNA binding, fluorescence polarization, 90 min; activity, % at 10 µM; 370,000 tested, 0.79% active;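 active means activity above about 14%, limit read from the data; passing the limit was not always enough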;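 further: 0% = DMSO wells with 35 nM protein and 100% = DMSO wells with 750 nM protein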
DAX1 inh-1 = inhibitors of human orphan nuclear receptor DAX1 (NR0B1). HEK293 Gal4-DAX1 luciferase reporter, luminescence. inhibition, % at 6.75 µM. AID 504766. 340,000 tested, 0.99% active;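 active means inhibition above the mean over all tested compounds plus 3 SD, cut at about 4.2% in these data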;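 further: 0% = DAX1-transfected cells with DMSO and 100% = empty-vector control cells with DMSO; inhibition shows as a rise in luminescence from relieved DAX1 repression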
Target sequence (P51843 207-470 limits assumed): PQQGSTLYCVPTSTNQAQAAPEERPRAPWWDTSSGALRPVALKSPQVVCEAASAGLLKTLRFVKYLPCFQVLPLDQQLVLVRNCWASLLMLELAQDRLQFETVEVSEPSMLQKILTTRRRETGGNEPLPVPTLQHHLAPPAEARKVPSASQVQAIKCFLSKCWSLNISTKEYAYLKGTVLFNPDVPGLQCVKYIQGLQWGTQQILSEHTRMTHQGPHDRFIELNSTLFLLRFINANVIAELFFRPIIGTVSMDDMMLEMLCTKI
sPLA2-III inh = Inhibits HGIII-sPLA2 liposome hydrolysis, primary screen. Q9NZ20. inhibition, % at 12.2 µM. QFRET BODIPY PC-A2 liposome hydrolysis, fluorescence. 370,000 tested, 0.56% active;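 active means inhibition above mean plus 3 SD of compounds lying within the high and low control bounds, cut at about 19% in these data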;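 further: 0% = median of test compound wells and 100% = no enzyme DMSO wells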
Target sequence (Q9NZ20 whole entry, looked up): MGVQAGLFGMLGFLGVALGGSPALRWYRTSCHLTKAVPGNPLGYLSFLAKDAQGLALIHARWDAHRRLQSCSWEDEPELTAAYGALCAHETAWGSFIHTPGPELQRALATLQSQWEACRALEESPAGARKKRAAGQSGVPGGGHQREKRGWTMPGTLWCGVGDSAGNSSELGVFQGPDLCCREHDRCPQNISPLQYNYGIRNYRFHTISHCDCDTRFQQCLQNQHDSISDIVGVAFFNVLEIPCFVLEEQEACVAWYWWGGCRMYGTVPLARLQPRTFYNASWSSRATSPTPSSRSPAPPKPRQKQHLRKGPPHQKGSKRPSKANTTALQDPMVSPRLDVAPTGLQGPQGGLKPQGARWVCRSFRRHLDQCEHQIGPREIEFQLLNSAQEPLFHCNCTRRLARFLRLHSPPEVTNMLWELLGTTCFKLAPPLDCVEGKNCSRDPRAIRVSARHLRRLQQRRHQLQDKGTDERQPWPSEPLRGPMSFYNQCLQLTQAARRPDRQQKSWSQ
PLCb3 inh = blocks human PLC-beta3 enzyme activity; Purified PLC-beta3, fluorogenic substrate, fluorescence; inhibition, % at 12.2 µM; 370,000 tested, 0.18% active; in the data active means inhibition above about 11%;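 further: 0% = median of compound wells on plate and 100% = full blocker control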
DAX1 inh-2 = blocks DAX1 repression of SF-1 activated StAR promoter; 370,000 tested, 1.1% active; inhibition, % at 6.8 µM; AID 652010; HEK293T StAR-luciferase reporter, SF-1/DAX-1 repression relief;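 active means inhibition above the mean over all tested compounds plus 3 SD, cut at about 3.6% in these data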;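 further: 0% = DAX-1 cells with DMSO and 100% = cells lacking DAX-1 with DMSO; higher inhibition means more luminescence from relief of DAX-1 repression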
PG9 binder = binds the HIV-1 gp120 antibody PG9 | 360,000 tested, 0.43% active | inhibition, % at 6.7 µM | AID 624416 | TR-FRET gp120-PG9 antibody binding; in the data active means inhibition above about 8.5%
FXN GAA850 act = frataxin GAA850 promoter activation | HEK293 lucGAA850 FXN promoter luciferase reporter, 24 h; percent of 10 µM SAHA response | AID 540364 | 360,000 tested, 0.56% active | activation, % at 6 µM;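 active means activation above the average of all compounds screened plus 3 SD, cutoff fixed separately per campaign, cut at about 7.5% in these data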;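 further: 0% = DMSO wells and 100% = 10 µM SAHA wells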
hcDAF-12 act = H. contortus DAF-12 activation, primary screen; HEK293 hcDAF-12 lit1-tk-luc reporter, luminescence; 0% DMSO, 100% Δ7-dafachronic acid; activation, % at 6.8 µM; 370,000 tested, 1.4% active; AID 652067;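 active means activation above the mean of all tested compounds plus 3 SD, cut at about 5.5% in these data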;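 further: 100% = response to 3 µM Δ7-dafachronic acid high control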
hgDAF-12 ag = hgDAF-12 agonism, primary luciferase screen. AID 687014. activation, % at 6.8 µM. HEK293 GAL4-hgDAF12 UAS-luciferase reporter, agonist luminescence; normalized to butyrate control. 370,000 tested, 1.8% active;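 active means activation above a cutoff set at the mean of all screened compounds plus 3 SD, cut at about 10% in these data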;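 further: 0% = DMSO wells and 100% = sodium butyrate wells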
SMARCA2 act = increases SMARCA2 function in MMTV reporter cells; MG213 cells, MMTV-luciferase reporter, dexamethasone, overnight; 370,000 tested, 1% active; activation, % at 9.1 µM; in the data active means activation above about 7.8%;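 further: 0% = vehicle wells and 100% = reference activator wells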
Starred values were filed as active, the others as inactive; . = no result given; & = joins results of further samples.

SMILES	ssDAF-12 act	Rev-erbA mod	DAX1 inh-1	sPLA2-III inh	PLCb3 inh	DAX1 inh-2	PG9 binder	FXN GAA850 act	hcDAF-12 act	hgDAF-12 ag	SMARCA2 act
Cc1cccc(NC(=O)c2ncn3c2C(=O)NC[C@H]3C)c1	-1.2	-3	0.8	-8	1	-0.4	0.7	0.0	-1.2	-0.2	-4
Cc1ccc(Sc2ccc(C(=O)N3CCOCC3)cc2[N+](=O)[O-])cc1	-1.1	-1	-1.3	3	1	-0.6	0.2	-0.3	-1.2	-2.5	-4
CC(=O)Nc1cc2nc(C)n(Cc3ccccc3)c2nc1C	-1.1	1	0.1	1	-8	-0.1	-1.3	1.0	1.8	-0.9	0
Cc1ccc(S(=O)(=O)N2CCN(CCOc3ccccc3)CC2)cc1	-1.1	-2	0.7	5	-6	-0.3	-1.4	0.2	-1.6	-0.8	-1
CCN1CCN(c2cc(C)c3cc(NC(=S)N4CCN(c5ccc(F)cc5)CC4)ccc3n2)CC1	-1.5	-1	-1.5	-2	-194	0.2	1.4	0.4	-1.1	-0.9	3
CCOCCn1c(N2CCN(c3ccccc3)CC2)nc2c1c(=O)[nH]c(=O)n2C	-1.2	2	1.6	10	-4	-0.5	-3.0	1.3	-1.9	-2.3	-5
CCOC(=O)c1c(CN2CCN(C)CC2)oc2ccc(OC)cc12	-1.2	5	0.1	4	-8	0.1	-1.7	1.0	0.1	0.5	-2
COc1ccc(Nc2nc(NCCO)nc(N3CCCC3)n2)cc1	-1.5	-2	2.2	0	-2	-0.1	-2.4	0.5	-0.8	-1.0	0
COc1ccc(CCNc2ncnc3c2c(C)c(C)n3CCO)cc1OC	-1.4	4	1.4	-6	-8	-0.5	0.2	3.1	-4.5	-3.7	-3
CCN(C[C@H]1N[C@@](CC)(C(=O)OC)[C@H]2C(=O)N(C)C(=O)[C@@H]12)C(=O)c1ccc(F)cc1	-1.0	-1	0.7	6	1	0.6	-0.5	0.4	12*	-3.9	0
O=C(NCc1ccccc1Cl)[C@H]1CCCN1C(=O)[C@H]1CCCN1C(=O)c1ccccc1	-0.7	-4	.	7	1	0.3	0.3	.	-0.8	-0.7	-7
COc1ccc2cc(CCNS(=O)(=O)c3ccc(NC(C)=O)cc3)c(=O)[nH]c2c1	-1.7	-1	1.0	-1	-6	-0.1	-0.2	0.7	-0.9	1.4	-4
CCOC1=C2CN(S(=O)(=O)c3ccc(C)cc3)[C@@H](c3ccccc3)C[C@H]2[C@H]2C(=O)N(c3ccccc3)C(=O)[C@H]2C1	-0.6	4	.	-21	-31	1.4	-0.4	.	-1.1	3.3	6
Cc1ccc(NC(=O)COC(=O)CCOc2ccccc2C)cc1	-0.4	3	-0.2	-18	-1	-0.3	-1.1	1.9	-0.1	1.7	2
O=C(COC(=O)/C=C/c1ccc(F)cc1)Nc1cccc(S(=O)(=O)N2CCCC2)c1	-0.3	-2	-0.5	-34	-13	-0.9	3.4	-1.0	-2.0	-0.4	-2
Cn1c(=O)[nH]c(=O)c2c1nc([N+](=O)[O-])n2Cc1ccccc1	-1.7	1	-1.1	-1	-5	-1.8	2.1	8.5*	-1.4	-6.6	-9
O=C(O)c1cc(-c2ccc(/C=C3/SC(=S)N(Cc4ccccc4)C3=O)o2)ccc1Cl	-0.1	21*	0.5	-1	-6	0.4	-3.5	-0.7	-1.9	-1.3	-4
Cc1nnc(SCC(=O)NCCN2C(=O)CSC2=O)n1-c1ccccc1	-1.2	-4	0.0	4	5	0.1	0.1	-0.7	0.6	-0.9	4
C[C@H](CO)N1C[C@H](C)[C@@H](CN(C)C(=O)Nc2ccc(C(F)(F)F)cc2)Oc2c(NS(=O)(=O)c3ccc(F)cc3)cccc2C1=O	-0.6	6	-0.6	-19	6	0.9	-0.9	-3.0	1.1	3.8	1
Cc1ccc(CNS(=O)(=O)c2ccc3c(c2)NC(=O)CS3)cc1	-1.5	-2	-0.4	-6	-11	0.5	1.3	-0.1	-1.4	-3.1	-2
O=c1nc(/C=C/c2cc([N+](=O)[O-])ccc2Cl)cc(C(F)(F)F)[nH]1	-0.5	-6	-0.3	-4	-1	0.6	0.3	-0.6	0.8	-3.2	-2
CCC(NC(=O)c1ccc([N+](=O)[O-])cc1[N+](=O)[O-])c1ccccc1 (stereo not drawn)	-1.1	2	-1.4	0	5	-1.2	-2.6	0.5	-1.2	-2.2	-3
CCCCN(CC)CCNC(=O)CNC(=O)Cn1ccc2ccccc2c1=O	-1.9	3	-1.2	8	-10	0.1	-0.8	1.0	0.7	-0.8	-1
COc1ccc(NC(=O)CN(C)C(=O)CCCc2nc3ccccc3s2)cc1	-0.1	-4	0.2	4	4	1.0	1.3	1.5	1.5	-0.4	-1
CCCc1ccc(-c2cc(C(=O)NN3CCOCC3)c3ccccc3n2)cc1	-1.1	0	0.4	3	3	-0.2	-1.8	8.3*	0.6	2.6	3
Cc1cccc(C(=O)O/N=C2/CC3CCC2(C)C3(C)C)c1 (stereo not drawn)	-1.0	-3	0.6	2	0	0.0	0.2	-3.1	0.6	0.1	0
C[C@H](CO)N1C[C@H](C)[C@@H](CN(C)C(=O)Nc2ccc(C(F)(F)F)cc2)Oc2c(NC(=O)Nc3ccc4c(c3)OCO4)cccc2C1=O	-1.2	-1	-1.1	-17	-4	-0.7	-0.6	-2.4	-1.7	-1.9	0
CCOC(=O)Cc1csc(NC(=O)c2ccc(S(=O)(=O)N3CCCCC3)cc2)n1	-2.4	-4	-1.4	-12	-3	-2.4	-1.5	0.1	-3.4	-2.1	-4
Cc1ccc(/C=C/C(=O)OCC(=O)Nc2cccnc2Cl)o1	-1.3	0	-0.5	5	-2	-0.7	-2.8	2.6	-2.7	0.7	-1
Cc1ccc(S(=O)(=O)c2cc3ccccc3oc2=Nc2ccc3c(c2)OCCO3)cc1	-1.1	-4	-1.3	13	1	-0.2	2.4	-0.8	-1.1	0.2	-5

Grouped by structure, the entries above containing an aryl thioether with sulfur outside any ring (2)
SMILES	ssDAF-12 act	Rev-erbA mod	DAX1 inh-1	sPLA2-III inh	PLCb3 inh	DAX1 inh-2	PG9 binder	FXN GAA850 act	hcDAF-12 act	hgDAF-12 ag	SMARCA2 act
Cc1ccc(Sc2ccc(C(=O)N3CCOCC3)cc2[N+](=O)[O-])cc1	-1.1	-1	-1.3	3	1	-0.6	0.2	-0.3	-1.2	-2.5	-4
Cc1nnc(SCC(=O)NCCN2C(=O)CSC2=O)n1-c1ccccc1	-1.2	-4	0.0	4	5	0.1	0.1	-0.7	0.6	-0.9	4

(listing goes on)
SMILES	ssDAF-12 act	Rev-erbA mod	DAX1 inh-1	sPLA2-III inh	PLCb3 inh	DAX1 inh-2	PG9 binder	FXN GAA850 act	hcDAF-12 act	hgDAF-12 ag	SMARCA2 act
COc1ccc(CCNC(=O)CCn2c(=O)c3ccccc3n(CC(=O)NCC3CCCO3)c2=O)cc1OC (stereo not drawn)	-1.2	-4	2.1	4	-3	0.1	0.7	0.6	-0.2	0.3	-3
CCOC(=O)COc1nc(OC)nc(N2CCOCC2)n1	-1.8	3	0.7	4	-1	-0.3	0.9	1.5	-0.3	1.4	-3
CCOC(=O)Cc1c(C)[nH]n(-c2ccccc2)c1=O	0.4	3	.	-5	-4	-0.5	-4.4	-1.8	0.9	-0.6	0
O=C(NCCS(=O)(=O)N1CCN(c2ccccc2F)CC1)c1cc(=O)c2ccccc2o1	-1.0	-8	0.6	4	-8	-0.3	-1.3	-1.0	-1.0	-1.7	-3
Cc1ccc(S(=O)(=O)N2CCC(=O)N([C@H](COCc3cccc(C)c3)C(C)C)CC2)cc1	-1.3	-7	.	-4	1	-0.8	0.4	.	-1.0	-4.3	0
Cc1cccn2c(=O)c3cc(C(=O)NCCN4CCOCC4)c(=N)n(Cc4cccnc4)c3nc12	-1.2	-2	-0.1	14	-262	-5.3	-0.3	-8.9	-2.5	-8.1	0
CCC(=O)N1CCc2cc(S(=O)(=O)CCC(=O)Nc3ccc(OC)c(OC)c3)ccc21	-1.0	-2	-0.7	1	2	-0.3	-0.1	2.9	0.0	-2.2	0
COc1ccc(C2C=C(C)Nc3nc(SC)nn32)cc1 (stereo not drawn)	-1.3	0	-0.4	-1	-387	-0.3	-0.5	3.5	-1.9	2.1	0
Clc1ccc(/C=N/Nc2nnc(Cl)c3ccccc23)cc1	1.6*	-5	0.4	4	-1	1.3	-1.2	3.1	7.0*	5.8	4
COc1cc(C(C)=O)ccc1OCC(O)CN1CCN(c2ccc(C)cc2C)CC1 (stereo not drawn)	-1.5	-2	-0.5	-5	-7	-0.4	-0.9	1.5	-1.7	-0.1	-1
O=c1c2ccccc2oc2nc(-c3ccco3)n(Cc3ccccc3)c(=O)c12	-0.4	-6	-0.3	0	-5	0.8	-2.7	2.5	-1.8	4.7	2
O=C(COC(=O)c1cccnc1Nc1cccc(C(F)(F)F)c1)NC1CCS(=O)(=O)C1 (stereo not drawn)	-1.1	-5	-0.2	3	-27	-0.7	-2.4	3.1	-2.9	-1.3	-5
COc1ccc(CN2CCC(CO)(CCOc3ccccc3)CC2)c(OC)c1C	-1.0	4	-0.6	-18	3	0.1	-2.3	-0.5	-3.1	0.2	0
Cc1ccc(S(=O)(=O)n2[nH]c(=O)cc2N)cc1	-1.2	0	0.9	8	4	-0.3	1.3	1.2	1.6	-1.5	2
CN(C[C@H](Cc1ccccc1)N(C[C@H](Cc1cccc2ccccc12)N(CCc1ccccc1)N=O)N=O)N=O	-0.7&-0.8	-2&7	0.0	-7&-3	0&0	0.1&0.5	0.6&-0.6	0.2	0.5&1.8	0.0&3.1	-1&-1
O=C(CSc1nnc(-c2ccncc2)n1CC1CCCO1)NCc1ccccc1 (stereo not drawn)	-1.0	-1	-0.2	-1	0	0.1	-0.8	1.8	-0.5	4.3	2
O=C(CC1CCCC1)Nc1nnc(C2CC2)s1	-1.0	5	4.6*	-2	-1	-0.1	-3.5	2.7	-0.2	3.4	-1
CN1CCC(=NNC(=O)CSCc2ccccc2)CC1	-0.2	-2	-1.3	-3	1	-0.5	0.1	0.1	-0.8	0.3	-3
O=C(NCC1COc2ccccc2O1)C1CCC(CNc2c(N3CCCCC3)c(=O)c2=O)CC1 (stereo not drawn)	-0.9	1	2.2	0	2	-0.9	-2.1	0.0	-0.5	4.7	0
CC1CCN(C(=O)Cn2nnc(-c3cccs3)n2)CC1	-0.4	-9	6.0*	0	-1	3.6*	-0.6	4.6	3.2	8.0	1
CN(C)C1(CNC(=O)CC(NC(=O)c2ccccc2Cl)c2ccccc2)CCCCC1 (stereo not drawn)	-1.2	9	-0.3	-3	-7	-0.1	17*	-2.0	-0.5	-1.2	-1
COc1ccc(/C=C2/SC(=S)N(CC(=O)O)C2=O)cc1OCc1ccc(Cl)cc1	-0.2	2	1.9	-23	-15	0.6	0.0	3.4	0.1	5.9	4
CCOc1ncccc1C(=O)NCC(c1ccco1)N1CCCCC1 (stereo not drawn)	-1.1	0	-0.1	-2	-4	0.0	-1.9	1.3	0.2	-2.6	7
COc1cc(/C=C(\NC(=O)c2ccccc2)C(=O)NCC(=O)O)c([N+](=O)[O-])cc1OC	-1.3	6	2.5	9	-5	0.6	1.1	0.1	0.4	-2.0	-3
O=C(Nc1cccc(C(=O)N2CCOCC2)c1)C1CCCCC1	-0.5	-4	.	-2	3	-0.4	0.2	.	1.4	1.3	1
